Source: PubChem BioAssay
TbREL1 inh = TbREL1 inhibition, primary screen | P86926 | hit rate 0.49% among 89,000 | TbREL1 RNA ligation, FRET fluorescence | inhibition, % at 9.66 µM;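 active = inhibition above the mean inhibition across all screened compounds plus 3 SD, cut at about 11% in these data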;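 also: 0% = plate median of test wells and 100% = NSC42067 control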
Target sequence (P86926 whole entry, looked up): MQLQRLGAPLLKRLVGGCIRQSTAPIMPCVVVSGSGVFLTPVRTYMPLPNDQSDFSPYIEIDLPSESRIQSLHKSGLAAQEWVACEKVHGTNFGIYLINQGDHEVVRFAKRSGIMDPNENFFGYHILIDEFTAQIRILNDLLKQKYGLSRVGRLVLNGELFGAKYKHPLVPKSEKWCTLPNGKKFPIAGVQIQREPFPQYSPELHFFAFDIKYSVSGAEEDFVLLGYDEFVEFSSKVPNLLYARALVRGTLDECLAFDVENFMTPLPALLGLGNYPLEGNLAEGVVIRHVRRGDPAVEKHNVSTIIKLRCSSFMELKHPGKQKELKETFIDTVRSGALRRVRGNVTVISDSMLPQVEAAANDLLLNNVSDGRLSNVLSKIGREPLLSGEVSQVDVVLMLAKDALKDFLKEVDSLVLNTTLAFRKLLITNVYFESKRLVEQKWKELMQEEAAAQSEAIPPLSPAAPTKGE
Numbers without * were called inactive. This is a subset. The share of hits here may be higher or lower than overall.

SMILES | TbREL1 inh
COc1ccc2cc(C=O)n(C)c2c1 | 0
Cc1ccc(C(=O)O/N=C(\N)c2ccccn2)cc1C | 0
CCCCn1c(NC(=O)CC)c(C#N)c2nc3ccccc3nc21 | -2
Nc1cc(C(=O)OCC(=O)N2CCCC2)ccc1Cl | 0
CCOc1ccccc1NC(=O)C(c1ccccc1)N1CCN(CC(=O)N2CCCC2)CC1 (stereo not drawn) | 1
Cc1cc(C(F)F)n2nc(C(=O)Nc3ccc(S(=O)(=O)NC45CC6CC(CC(C6)C4)C5)cc3)nc2n1 | -1
COc1ccc(NC(=O)CSc2nncs2)cc1S(N)(=O)=O | 0
Cc1occc1-c1nnc(SCC(=O)NC2(C#N)CCCC2)n1C | 3
CC(C)NC(=O)CCCn1cc([N+](=O)[O-])cn1 | 3
CC1CN(Cc2ccccc2)C(=O)NC1=O (stereo not drawn) | -2
CCOC(=O)C1CCN(C(=O)CN(c2ccc(OC)cc2)S(=O)(=O)c2c(C)noc2C)CC1 | 3
Cc1ccc(S(=O)(=O)N(c2ccc(Br)cc2)C2C=CS(=O)(=O)C2)cc1 (stereo not drawn) | -2
COc1ccc(-c2cc3nc(NCc4ccc(C)cc4C)n(C)c(=O)c3s2)cc1OC | 3
CCN(CC(=O)NC1CCS(=O)(=O)C1)C(=O)COc1ccccc1-c1ccccc1 (stereo not drawn) | 0
Nc1c(SCCC(=O)O)ccc2c1C(=O)c1ccccc1C2=O | -9
C=C1CCC2C(C)(C)CCC[C@]2(C)[C@H]1CC1=C(O)C(=O)C(CO)=CC1=O (stereo partly drawn) | -2
COc1ccc(C(=O)CSc2nnnn2Cc2ccccc2)cc1 | 0
Cc1c(CNC(=O)C2CC2)c(-n2cccc2)n(Cc2ccccc2)c1C | -2
O=C1CC(N(C(=O)c2ccco2)c2ccc(F)cc2)C(=O)N1c1ccc(F)cc1 (stereo not drawn) | -2
COC(=O)[C@]12CCCCC=C1N(Cc1ccc(OC)cc1)C(=O)[C@@H]2CC(=O)NCc1ccc(C)o1 | -2
C=C(C)CNC(=S)N/N=C/c1ccco1 | -4
CC(=O)C(C)Oc1ncn(-c2ccccc2)n1 (stereo not drawn) | -2
CCOC(=O)CNC(=O)CSc1nc(C(C)C)nc2c1cnn2-c1ccccc1 | 7
Cc1ccccc1Oc1ncnc2oc(-c3ccccc3)cc12 | 7
S=c1[nH]nc(-c2cc(-c3ccccn3)nc3ccccc23)o1 | 0
COc1cc(/C=C(/C#N)c2nc3ccccc3[nH]2)ccc1OCC(=O)Nc1ccccc1C(C)C | -1
COc1ccc(Cl)cc1S(=O)(=O)N1CCC(C(=O)NCc2ccccn2)CC1 | 7
COc1ccc2c(c1)CCCN2C(=O)C1CCCN(S(=O)(=O)c2ccc(Br)s2)C1 (stereo not drawn) | -4
CCC(=O)Nc1cc(C(C)(C)C)ccc1C(C)=O | 3
O=S(=O)(NCC(c1cccnc1)N1CCOCC1)c1cccs1 (stereo not drawn) | 4

In the list so far, these contain two or more sulfur atoms.
SMILES | TbREL1 inh
COc1ccc(NC(=O)CSc2nncs2)cc1S(N)(=O)=O | 0
Cc1ccc(S(=O)(=O)N(c2ccc(Br)cc2)C2C=CS(=O)(=O)C2)cc1 (stereo not drawn) | -2
COc1ccc2c(c1)CCCN2C(=O)C1CCCN(S(=O)(=O)c2ccc(Br)s2)C1 (stereo not drawn) | -4
O=S(=O)(NCC(c1cccnc1)N1CCOCC1)c1cccs1 (stereo not drawn) | 4

The list goes on.
SMILES | TbREL1 inh
CCCNCc1cc(Cl)c(OCC)c(Cl)c1 | 1
CC(C)(C)c1ccc(-c2nc3c(C#N)c(-c4ccc5c(c4)OCO5)ccn3n2)cc1 | -1
CC(C)N1CCC(=NNC(=O)c2ccccc2[N+](=O)[O-])CC1 | 0
Cc1cc(C)c(C#N)c(SCC(=O)Nc2ccc(S(=O)(=O)Nc3ncccn3)cc2)n1 | 3
CCN(CC)S(=O)(=O)c1cccc(NC(=S)NC(=O)/C=C/c2ccc(S(=O)(=O)N3CCOCC3)cc2)c1 | -3
O=C(NCCC1=CCCCC1)c1ccc(-n2cncn2)c([N+](=O)[O-])c1 | 4
Brc1ccc(C2=NC(Cc3ccccc3)CO2)cc1 (stereo not drawn) | 0
O=C(CSc1nnc(CCCN2C(=O)c3cccc4cccc(c34)C2=O)n1-c1ccccc1)NCCCO | -1
C/C(CC(=O)Nc1ccccn1)=N\NC(=O)c1ccccc1O | 22*
O=C(O)C1CCN(Cc2cccnc2)CC1 | 7
Cc1ccc(NC(=O)N2CCC(=O)N2)cc1 | -4
Cc1cnc(C(=O)OCC(=O)N2CC(C)CC(C)C2)cn1 (stereo not drawn) | 1
CCOC(=O)c1nn(-c2ccc(F)cc2)c(C)c1C(C)=O | -2
CC(Sc1nnnn1C1CC1)C(=O)N1CC(=O)Nc2ccccc21 (stereo not drawn) | 4
CC(C)(C)c1ccc(C(=O)NCC(=O)NCc2ccccn2)cc1 | 1

Four compounds picked at random from those above:
SMILES | TbREL1 inh
Brc1ccc(C2=NC(Cc3ccccc3)CO2)cc1 (stereo not drawn) | 0
Cc1ccc(NC(=O)N2CCC(=O)N2)cc1 | -4
Cc1cc(C)c(C#N)c(SCC(=O)Nc2ccc(S(=O)(=O)Nc3ncccn3)cc2)n1 | 3
O=C(O)C1CCN(Cc2cccnc2)CC1 | 7

(cont.)
SMILES | TbREL1 inh
Cc1ccc(NC(=S)/C(C#N)=C2/Nc3ccccc3S2)cc1 | -10
Cc1ccc(CNC(=O)COC(=O)c2cc3c(s2)CCC(C)C3)cc1 (stereo not drawn) | 1
O=C(Cc1ccc(Cl)cc1)Nc1ccc2oc(=O)ccc2c1 | 10
CCN1CCN(C(CNS(=O)(=O)c2ccc(Cl)cc2)c2cccnc2)CC1 (stereo not drawn) | -3
COc1ccc(CNCC(O)(c2ccc(F)cc2)c2ccc(F)cc2)cc1 | 5
O=C(COC(=O)C1C2CC3OC(=O)C1C3C2)Nc1cccc(C(F)(F)F)c1 (stereo not drawn) | 0
CCOC(=O)N1CCC2(O)CCCCC2C1c1ccc(F)cc1 (stereo not drawn) | 3
CCOC(=O)[C@]12CCCC=C1N(Cc1ccco1)C(=O)[C@H](CC(=O)N1CCN(C(=O)c3ccco3)CC1)C2 | 5
CCCCn1nnnc1C(c1ccccc1)N1CCN(c2ccc(C)cc2)CC1 (stereo not drawn) | -1
CCCCCn1nnnc1C1(C)CCCC(=O)N1Cc1ccco1 (stereo not drawn) | -1
COCCOC(=O)c1c(C)nc(SCC(=O)Nc2ccc(OC)cc2)c(C#N)c1-c1ccco1 | 0
Cc1ccc(NC(=O)CSc2nnc([C@H](C)NC(=O)OC(C)(C)C)o2)c(C)c1 | -2
CN(C)c1nc(N)nc(CSc2ccccn2)n1 | 0
O=C(NCCc1ccc(Cl)cc1)Nc1ccc(F)cc1 | -2
Cc1ccc(NC(=O)CSC(C)c2nc3ccccc3c(=O)[nH]2)cc1 (stereo not drawn) | 5
CCOC(=O)CN1C(=O)N[C@@H](c2ccccc2)[C@H](C(C)=O)[C@H]1C | -4
CCOC(=O)CNC(=O)CSc1nnc(-c2cccc(OC)c2)n1CC | 1
COc1ccc(CC(=O)NCc2n[nH]c(=S)n2-c2ccccc2)cc1 | -2
O=C(NCCc1nc2ccccc2[nH]1)c1ccc(Br)o1 | 4
COc1cccc(NC(=O)COC(=O)C2CC3CCCC(C2)C3=O)c1 (stereo not drawn) | 2
Clc1ccc(-c2n[nH]c3c2CCC3)cc1Cl | 8
O=C(c1cc(-c2ccccc2)nc2ccccc12)N1CCN(C2CCS(=O)(=O)C2)CC1 (stereo not drawn) | 0
CCN1CCC(CNCc2cn(-c3ccc(OC)cc3)nc2-c2ccccc2Cl)C1 (stereo not drawn) | 7
CCS(=O)(=O)c1ccc(O)c(NC(=O)COc2ccccc2)c1 | 0
Cc1cc(C)n(CCc2nc(-c3cccs3)cs2)n1 | -1
CCC1(C(=O)O)NC(c2cccc(OC)c2O)C2C(=O)N(c3ccccc3)C(=O)C21 (stereo not drawn) | 1
Cc1ccccc1N1CCN(C(=O)COc2cc(=O)n(C)c3ccccc23)CC1 | 6
COC(=O)C1CCN(C(=O)c2cc3ccccc3oc2=O)CC1 | 0
C#CCNC(=O)C[C@@H]1C[C@@]2(C(=O)OC)CCCCC=C2N(Cc2ccccc2)C1=O | -1
COc1cc(C(=O)OCc2cc(=O)n3ccsc3n2)ccc1OC(C)C | 1
Cc1ccc(C(=O)NC(NC(=S)Nc2ccc(S(N)(=O)=O)cc2)C(Cl)(Cl)Cl)cc1 (stereo not drawn) | -1
Cc1ccc(-c2cccc(OC(=O)c3ccccc3F)c2)cc1 | -1
O=C(COc1ccc2ccc(=O)oc2c1)Nc1ccc2c(c1)OCCO2 | -1
COc1cccc(N2[C@@H](CC(C)=O)c3cc(C(F)(F)F)ccc3S2(=O)=O)c1 | -3
Cc1ccc(CN2CCN(/N=C/C(Br)=C\c3ccccc3)CC2)cc1 | -5
O=C(N/N=C/c1ccc(OC(=O)c2ccccc2Cl)cc1)c1cc(O)cc(O)c1 | 12*
O=S(=O)(NCC(O)COCc1ccco1)c1cccs1 (stereo not drawn) | 0
COc1cccc(/C(O)=C2/C(=O)C(=O)N(CCN(C)C)C2c2ccc(Br)cc2)c1 (stereo not drawn) | 5
COc1ccc(C(=O)Nc2ccccc2N2CCN(C(=O)C(C)C)CC2)cc1Cl | -3
O=C(COc1ccc(Cl)cc1)Nc1cnn(Cc2c(Cl)cccc2Cl)c1 | -3
Cc1cccc2nc(COc3ccc4ccccc4c3Br)cn12 | 0
CCn1c(SCc2nc3ccccc3[nH]2)nnc1-c1cnccn1 | 3
Cc1ccc(C(=O)Nc2sc(C)c(C)c2C(=O)c2ccccc2)cc1 | 3
CC(=O)c1ccc(-n2c(=O)[nH]c(=O)c3c(N)c(C(=O)c4ccc(Cl)cc4)sc32)cc1 | 8
O=C(/C=C/c1ccccc1)NCc1ccco1 | -6

TbREL1 inh: what is marked active above
SMILES | TbREL1 inh
C/C(CC(=O)Nc1ccccn1)=N\NC(=O)c1ccccc1O | 22*
O=C(N/N=C/c1ccc(OC(=O)c2ccccc2Cl)cc1)c1cc(O)cc(O)c1 | 12*

Next structures follow.
SMILES | TbREL1 inh
NC(=O)N/N=C/c1ccc(-c2ccc(S(=O)(=O)Nc3ncccn3)cc2)o1 | 4
CCOC(=O)c1cnn(-c2ccccc2)c1-n1cccc1C(=O)C(=O)N(C)C | -1
COc1ccc(-c2cn(Cc3cccc(OC)c3)nn2)cc1 | 1
Cn1c(SCC2CCCCC2)nnc1-c1ccco1 | -3
CC[C@H](C)[C@@H]1NC(=O)c2cc([N+](=O)[O-])cc(I)c2NCC[C@@H](C(N)=O)NC(=O)[C@H](CCCN=C(N)N)NC1=O | 3
CC(C(=O)NCc1ccccc1)N(Cc1ccccc1Cl)C(=O)c1snc(C(N)=O)c1N (stereo not drawn) | 2
Cc1ccc(NC(=O)C2C3C=CC4(O3)C2C(=O)N(CCCN2CCCC2)C4C(=O)NC2CCCCC2)cc1Cl (stereo not drawn) | -2
CN(C)N(C(=O)c1cc(-c2cccs2)nn1-c1ccccc1)C1CCS(=O)(=O)C1 (stereo not drawn) | -1
CC(C)C[C@H](NC(C)(C)C(=O)NC1CCCCC1)C(=O)NCCc1c[nH]c2ccccc12 | 1
Cc1cc(C)c2c(=O)[nH]n(C(C)C)c2n1 | -3
CC(C)c1ccc(NC(=O)C(c2ccc3c(c2)OCO3)N2CCN(C(=O)c3ccco3)CC2)cc1 (stereo not drawn) | 1
COc1ccc(N2Nc3n[nH]c(N)c3N2)cc1 | -1
Cc1cc(C)c(C#N)c(SCc2ccc(C#N)cc2)n1 | 1
CCN(CC(=O)Nc1c(F)cccc1F)C(=O)CSCc1c(C)noc1C | 0
Cc1ccc(C)c(NC(=O)CCC(=O)NNC(=O)COc2cc(C)ccc2C)c1 | 3

A few values from the list:
TbREL1 inh result of Cc1cc(C)c2c(=O)[nH]n(C(C)C)c2n1 stands at -3
TbREL1 inh result of COc1ccc(-c2cn(Cc3cccc(OC)c3)nn2)cc1 stands at 1
TbREL1 inh result of Cc1ccc(C)c(NC(=O)CCC(=O)NNC(=O)COc2cc(C)ccc2C)c1 stands at 3
TbREL1 inh result of Cn1c(SCC2CCCCC2)nnc1-c1ccco1 stands at -3

New compounds follow
SMILES | TbREL1 inh
CCc1ccc(CNC(=O)C(=O)NCC2CCCO2)cc1 (stereo not drawn) | -2
COc1ccc(S(=O)(=O)N2CCN(Cc3ccccc3OC)CC2)cc1 | -4
O=C(O)c1cc(NC(=O)c2ccco2)cc(NC(=O)c2ccco2)c1 | 2
O=C(c1ccc2c(c1)OCCO2)C1CCN(S(=O)(=O)c2ccccc2F)CC1 | 7
CCCOc1ccccc1C1CC(=O)NC2=C1C(=O)CCC2 (stereo not drawn) | -4
Cn1c(SCC(=O)Nc2ccc3c(c2)OCCO3)nnc1-c1ccccn1 | 2
CC1CCCCC1NC(=O)c1ccc(CSc2nc3ccncc3[nH]2)cc1 (stereo not drawn) | 3
COc1ccc(OC)c(C(=O)c2nc3c(n2O)CCCCC3)c1 | 3
O=c1c2c(n3nnnc3n1-c1ccccc1)-c1ccccc1CC21CCCC1 | 4
Cc1cc(C)n2c(Nc3c(C)cccc3C)c(CC(C)C)nc2n1 | -2
O=C1OC(c2ccccc2)=N/C1=C/c1cccc(OC(=O)c2cccs2)c1 | -1
CN(c1cccnc1)c1ccc(NC(=O)Cc2c[nH]c3ccccc23)cc1Br | 2
C[C@@H]1CN([C@@H](C)CO)C(=O)c2cc(NC(=O)CCC(F)(F)F)ccc2O[C@H]1CN(C)S(=O)(=O)c1ccc(Cl)cc1 | 4
O=C(NNC(=O)c1cccs1)c1ccc(Cl)c(S(=O)(=O)N2CCCC2)c1 | 5
Cc1c(C(=O)O)c(=O)n(-c2ccccc2)n1-c1ccccc1 | 3
O=C1CCc2cc(S(=O)(=O)N3CCC(C(=O)NC4CCCCCCC4)CC3)ccc2N1 | -4
CS(=O)(=O)c1ccc(Cl)c(C(=O)Nc2ccc3nc(N4CCOCC4)sc3c2)c1 | 0
CC(=O)CCc1c[nH]c2c(C(=O)O)cccc12 | -1
CCOC(=O)N1CCC(Nc2c(NCCN3CCN(c4ccccc4F)CC3)c(=O)c2=O)CC1 | -4
